All columns: NCI-60 one-dose screen, growth in % after 48 h at 10 µM unless noted; 100 = growth as untreated, 0 = no growth, -100 = all killed.
HT29: HT29 colon cancer; 81,000 compounds, 7.4% hits
KM12: KM12 colon cancer cells; 82,000 compounds, 5% hits
HCT-15: HCT-15 colon cancer; 82,000 compounds, 5.2% hits; AID 1794746
SNB-75: SNB-75 CNS cancer; 79,000 compounds, 5% hits
A498: A498 renal cancer cells. AID 1794774. 76,000 compounds, 5.4% hits
HCT-116: HCT-116 colon cancer. 82,000 compounds, 7.3% hits
HCC-2998: HCC-2998 colon cancer; AID 1794799; 79,000 compounds, 4.7% hits
SW-620: SW-620 colon cancer | 82,000 compounds, 5.2% hits | AID 1794795
COLO 205: COLO 205 colon cancer. 79,000 compounds, 7.3% hits
The depositor's hits bear a star; nt = no result given; & = joins results of further samples; [ ] = another dose, or the depositor's remark. Rule for the calls: active = growth percent below 10; inactive = the rest.

1. COc1ccc(OC)c2c(-c3ccccc3)c3ccccc3c(-c3ccccc3)c12
2. COc1cc(/C=C/C(=O)Nc2ccc3c(c2)/C(=C\c2cc(OC)c(OC)c(OC)c2)C(=O)N3)cc(OC)c1OC
3. CC(=O)c1cc(C(C)=O)cc(C(C)=O)c1
4. COC1=CC(c2ccc[nH]2)=N/C1=C\c1[nH]c(C)c(C(=O)Oc2ccccc2)c1C
5. O=C(O)CC(=O)NC1c2ccccc2Oc2ccccc21
6. CCN1CCN(CC(=O)Nc2nc3ccc([N+](=O)[O-])cc3s2)CC1
Screen / compound no.,1,2,3,4,5,6
HT29,96.0,85.0,111.0,-15.7*,97.5,109.4
KM12,96.5,77.0,108.9,-66.0*,103.0,105.0
HCT-15,90.2,64.9,100.7,-35.1*,100.2,98.3
SNB-75,82.4,54.8,110.8,-16.6*,87.1,95.2
A498,96.5,91.1,108.2,-46.7*,96.1,100.7
HCT-116,84.2,61.6,104.7,-82.1*,95.1,98.8
HCC-2998,98.9,nt,101.7,-81.6*,106.3,108.8
SW-620,100.1,84.9,112.2,-20.9*,100.1,102.9
COLO 205,107.8,78.3,108.8,-81.4*,106.2,112.5

7. COc1c(Cl)cc(Cl)c2ccc(C=C3C(=O)N(C)C(=O)N(C)C3=O)nc12
8. O=C(NNC(=O)c1ccc(-n2cc(-c3ccccc3)nn2)cc1)Nc1ccccc1
9. C/C=C(/C)C(=O)OC1C=C(CO)C(=O)C(OC(=O)/C(C)=C\C)C1C(C)C (configuration not stated)
10. COc1ccc(CSC(=N)N)cc1OC
11. COc1cccc(-c2nc3sccn3c2-c2ccnc(NCCCNS(=O)(=O)c3ccc(F)cc3)n2)c1
12. COc1ccc(NC(=O)c2ccc(NC3=C(c4ccccc4)C(=O)N(C)C3=O)cc2)cc1
Screen / compound no.,7,8,9,10,11,12
HT29,104.8,117.8,-65.6*,79.1,26.7,45.2
KM12,100.9,107.1,-41.3*,100.5,22.1,85.7
HCT-15,102.9,102.9,-49.3*,103.0,18.1,71.5
SNB-75,98.6,97.2,-43.4*,90.4,66.8,84.7
A498,96.8,104.5,-77.6*,82.2,nt,83.1
HCT-116,-46.6*,94.3,-76.1*,87.0,19.9,83.4
HCC-2998,101.1,115.7,-85.9*,100.4,82.4,103.6
SW-620,105.0,101.2,-59.0*,99.6,58.4,98.5
COLO 205,110.4,110.7,nt,115.1,17.1,82.8

13. CCN1CCN(c2nc(-c3ccccc3)c(C)c(C#N)c2C#N)CC1
14. Cc1[nH]c2ccccc2c(=O)c1CC=C(Cl)Cl
15. CCN(CC)CCNC(=O)c1cn2ncnc(Oc3ccc(NC(=O)Nc4ccc(Cl)c(C(F)(F)F)c4)c(F)c3)c2c1C
16. C(=N\OCCc1ccccc1)/c1ccccn1
17. C=CC/C(=N\OS(=O)(=O)O)SC1OC(CO)C(O)C(O)C1O (configuration not stated)
18. C#CC[C@@H]1C[C@]2(C)[C@H]3CC=C4[C@H]5CC(C)(C)CC[C@]5(C(=O)NCCCCN)CC[C@@]4(C)[C@]3(C)CC[C@H]2C(C)(C)[C@H]1OC(C)=O
Screen / compound no.,13,14,15,16,17,18
HT29,97.6,-59.8*,-42.3*,97.7&112.2,94.0,5.8*
KM12,98.5,18.2,-30.5*,106.6&112.7,101.4,6.4*
HCT-15,101.5,3.4*,-38.7*,104.2&95.0,96.0,8.5*
SNB-75,82.7,63.1,-7.9*,86.2&117.2,89.8,-79.9*
A498,84.6,96.9,21.1,85.7&96.3,96.9,103.7
HCT-116,93.7,-65.6*,-79.3*,102.0&111.6,98.0,-31.0*
HCC-2998,104.4,59.3,-88.9*,103.7&104.9,107.2,1.6*
SW-620,97.2,10.5,-62.1*,111.3&110.4,91.7,-23.9*
COLO 205,96.6,35.0,-59.5*,114.7&135.2,97.9,-49.7*

19. O=C(O)c1cc(Cl)ccc1O
20. CC[C@]12C=CCN3CC[C@]4(C(=C(C(=O)OC)C1)Nc1cc(OC)c([C@@H]5[C@H]6O[C@H]6[C@@]6(CC)CC(C(=O)OC)=C7Nc8cc(O)ccc8[C@@]78CCN5[C@@H]68)cc14)[C@@H]32
21. CC(=O)c1cccc(C)n1
22. CCOC(=O)C1=C(C)N=C2Sc3cccc(Cl)c3N2C1c1ccccn1 (configuration not stated)
23. COc1ccc(C2CC(c3ccc4ccccc4c3)=NN2c2nc(O)c(C3=c4cc(OC)ccc4=NC3=O)s2)cc1 (configuration not stated)
24. COC(=O)[C@]12CCC(C)(C)C[C@@H]1[C@H]1/C(=N/OCCC#N)C[C@@H]3[C@@]4(C)CC[C@H](OC(C)=O)C(C)(C)[C@@H]4CC[C@@]3(C)[C@]1(C)CC2
Screen / compound no.,19,20,21,22,23,24
HT29,95.7,-27.1*,93.0,93.5,-57.3*,38.0[100 µM]
KM12,111.2,0.3*,110.2,101.4,-70.3*,47.9[100 µM]
HCT-15,104.4,-77.2*,107.6,102.2,-29.1*,71.5[100 µM]
SNB-75,86.8,27.3,95.6,82.8,-57.1*,63.6[100 µM]
A498,nt,59.0,88.6,nt,-83.2*,97.9[100 µM]
HCT-116,91.1,-72.3*,95.7,89.5,-64.5*,22.2[100 µM]
HCC-2998,97.5,-76.3*,107.3,93.1,-70.4*,62.3[100 µM]
SW-620,105.7,2.0*,105.3,93.9,-42.0*,54.6[100 µM]
COLO 205,119.0,-70.2*,109.0,95.5,-73.3*,57.2[100 µM]

25. COc1ccc(/C=N/Nc2nc(Nc3ccccc3)nc(Nc3ccc(S(N)(=O)=O)cc3)n2)cc1
26. CSc1nc2c(c(=O)[nH]1)C(c1ccc(C)cc1)C=C(C(=O)O)N2 (configuration not stated)
27. Cc1cc(Cc2cc(C)c(O)c(CO)c2)cc(CO)c1O
28. CC(=S)N=Cc1c(N)[nH]n(-c2ccccc2)c1=O
29. O=C(O)Cc1ccccn1
30. COc1ccc(-c2cnc3sc4ccccc4n23)cc1
Screen / compound no.,25,26,27,28,29,30
HT29,55.3,118.1,102.0,102.0,102.8,111.3
KM12,74.4,112.1,113.2,105.6,103.6,94.4
HCT-15,68.2,104.8,99.7,110.1,99.7,99.5
SNB-75,81.9,nt,98.3,99.2,102.9,158.2
A498,61.7,93.1,nt,96.6,94.4,116.8
HCT-116,50.2,109.2,87.3,92.8,103.6,98.6
HCC-2998,87.0,102.4,114.9,108.4,110.6,113.3
SW-620,72.4,99.8,109.4,98.7,104.6,100.0
COLO 205,76.9,125.7,nt,102.4,97.8,119.1

Three entries from above in another layout:
Order of values: HT29	KM12	HCT-15	SNB-75	A498	HCT-116	HCC-2998	SW-620	COLO 205
25. COc1ccc(/C=N/Nc2nc(Nc3ccccc3)nc(Nc3ccc(S(N)(=O)=O)cc3)n2)cc1
→ 55.3	74.4	68.2	81.9	61.7	50.2	87.0	72.4	76.9
26. CSc1nc2c(c(=O)[nH]1)C(c1ccc(C)cc1)C=C(C(=O)O)N2 (configuration not stated)
→ 118.1	112.1	104.8	nt	93.1	109.2	102.4	99.8	125.7
27. Cc1cc(Cc2cc(C)c(O)c(CO)c2)cc(CO)c1O
→ 102.0	113.2	99.7	98.3	nt	87.3	114.9	109.4	nt

(next part)
No. | Structure | HT29 | KM12 | HCT-15 | SNB-75 | A498 | HCT-116 | HCC-2998 | SW-620 | COLO 205
31 | Cc1ccnc2c1NC(=O)c1cccnc1N2C1CC1 | 98.0 | 111.2 | 105.7 | 107.6 | 92.6 | 110.9 | 104.9 | 101.9 | 113.2
32 | CCOC(=O)C1=C(C)OC(=O)CC1C (configuration not stated) | 104.0 | 103.4 | 115.4 | 87.7 | 85.6 | 104.1 | 84.4 | 96.5 | 119.3
33 | CC(C)OC(=O)CCc1ccccc1 | 103.3 | 105.4 | 104.3 | 86.5 | 94.9 | 102.1 | 89.6 | 115.4 | 133.5
34 | C=CCNC(=S)NNC(=O)c1cc2ccc1CCc1ccc(cc1)CC2 | 107.5 | 99.2 | 99.4 | nt | 102.7 | 95.9 | 111.7 | 103.5 | 113.4
35 | O=C(O)C1C=Cc2ccccc2N1C(=O)c1ccccc1 (configuration not stated) (tested in a mixture with another compound) | 99.8 | 100.7 | 101.5 | 81.2 | nt | 100.0 | 103.3 | 93.3 | 114.0
36 | O=C(Nc1ncc(Cc2ccccc2)s1)C1=NCCCN1 | 110.0 | 105.8 | 98.7 | 96.5 | 103.8 | 103.5 | 104.3 | 95.5 | 100.0
37 | CCOP(=O)(OCC)O[C@H]1CCC(=O)[C@@H]2[C@H]1[C@H]1C[C@@H]3[C@@]4(C)CCCC(C)(C(=O)OC)[C@@H]4CC[C@@]23C=C1C(C)C (some centres not stated) | 42.5 | 50.9 | 49.8 | 100.3 | 91.1 | 32.8 | 58.9 | 56.1 | 47.6
38 | CCN1C2CCC1/C(=C\c1ccc(F)cc1)C(=O)/C2=C/c1ccc(F)cc1 | 23.7 | 17.5 | 30.4 | 40.6 | 58.7 | 7.2* | 65.8 | 30.4 | 20.7
39 | O=C(c1cc(NCc2cc(O)ccc2O)ccc1O)N1CCOCC1 | 86.7 | 107.6 | 101.3 | 94.8 | 107.0 | 89.1 | 103.7 | 103.5 | 109.4
40 | CCN(CC)Cc1ccccc1 | 110.2 | 107.4 | 100.4 | 79.6 | 78.0 | 106.2 | 103.8 | 111.3 | 103.7
41 | N#C/C(C(=O)Nc1ccc(S(N)(=O)=O)cc1)=C1\C(=O)Nc2ccc([N+](=O)[O-])cc21 | 101.4 | 101.4 | 101.1 | 72.8 | nt | 97.2 | 99.3 | 96.6 | nt
42 | COC(=O)c1cc2oc(/C=C3/SC(=S)N(N)C3=O)cc2n1C | 101.1 | 96.0 | 108.2 | 87.2 | 95.0 | 90.3 | 100.1 | 102.5 | 136.1
43 | O=c1oc2ccc3ccccc3c2cc1-c1ccnc2ncnn12 | 101.9 | 99.6 | 116.2 | 82.0 | 108.2 | 89.3 | 100.3 | 101.3 | nt
44 | COc1ccc(C2CC(c3ccc(N)cc3)=NN2C(=O)c2cc(-c3ccccc3)nc3ccccc23)cc1OC (configuration not stated) | 104.2 | 87.2 | 49.8 | 73.9 | 78.4 | 76.3 | 96.5 | 106.8 | 111.4
45 | Cc1cc(C)cc(CCc2cc(C)cc(C)c2)c1 | 101.5 | 101.9 | 104.8 | 94.3 | 99.6 | 105.3 | 104.3 | 106.4 | 110.2
46 | Clc1ccc(-c2nnc(Nc3ccc(Br)cc3)o2)cc1 | 98.1 | 108.3 | 100.4 | 89.1 | 100.6 | 104.3 | 105.6 | 106.2 | 110.3
47 | CSc1nnc(CCC(=O)Nc2c(C)cccc2C(C)(C)C)o1 | 108.6 | 96.0 | 99.5 | 95.4 | 112.2 | 101.8 | 102.2 | 103.4 | 116.5
48 | CC(C)=CCC/C(C)=C\C=N\O | 99.5 | 101.9 | 106.1 | 93.3 | 92.3 | 99.7 | 96.6 | 114.4 | 103.8
49 | COc1ccc(-c2cs/c(=N\N=C\c3ccc(F)cc3)n2-c2ccccc2)cc1 | 76.1 | 80.6 | 49.0 | 83.0 | 97.3 | 69.8 | 102.5 | 80.4 | 89.3
50 | Cc1c(-c2nnc(SCCc3ccccc3)n2Cc2ccccc2)nn(-c2ccc(Cl)cc2Cl)c1-c1ccc(Cl)cc1 | 75.2 | 77.8 | 56.6 | 89.2 | 95.2 | 37.0 | 97.9 | 83.8 | 83.3
51 | CCOC(=O)C1NNc2c3ncnc-3ncn2C1=O (configuration not stated) | 104.4 | 104.2 | 105.0 | 105.1 | 108.4 | 99.3 | 91.1 | 105.9 | 107.2
52 | CN(Cc1cnc2nc(N)nc(N)c2n1)c1cccc2c1CN(C1CCC(=O)NC1=O)C2=O (configuration not stated) | 112.0 | 106.1 | 105.7 | 73.3 | 108.0 | 100.4 | 101.0 | 105.4 | 106.6
53 | NC1C2CCC1CN(c1cnc(C(=O)Nc3cc(F)cc4cccnc34)cn1)C2 (configuration not stated) | 22.7 | 77.1 | 6.2* | 46.4 | 72.8 | 15.8 | 79.3 | 25.0 | -0.4*
54 | O=C(Nc1cccc(-n2ccc3c(NC(=O)c4ccccc4)nccc32)c1)c1ccc(Cl)c(Cl)c1 | nt | -75.2* | -62.0* | 2.3* | -2.7* | -97.6* | -90.9* | -80.3* | -27.7*
55 | Cc1ccccc1-n1nnc(C(=O)Nc2nc(-c3ccccc3)c(-c3ccccc3)s2)c1C | 78.7[50 µM] | 81.4[50 µM] | 67.3[50 µM] | 5.9*[50 µM] | 104.1[50 µM] | 62.6[50 µM] | 99.1[50 µM] | 87.3[50 µM] | 92.8[50 µM]
56 | CC(=O)CC(C)(C)c1ccc(Cl)cc1 | 98.1 | 108.3 | 100.9 | 81.9 | 108.0 | 97.5 | 98.7 | 100.2 | 116.4
57 | Cn1c(=O)c2[nH]c(=S)n(C)c2n(C)c1=O | 105.0 | 101.6 | 104.6 | 89.3 | 86.5 | 101.6 | 108.8 | 96.3 | 105.7

Screens: PubChem BioAssay, NCI
